Tau fluor counter – counter-screen for tau fibril formation inhibitors; tau K18 P301L (four-repeat tau fragment) Alexa594 fluorescence, heparin fibrillization; Potency, µM (highest dose often 57.7 µM), without a hit: top-dose activity change, negative = decrease; actives 0.93% (n = 280,000); also: potency is read from the fitted curve at half-maximal effect; % is scaled to controls: 0 for no effect and ±100 for the full control effect; nearly all actives have a fitted effect of over 55% in size
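Human K18 P301L tau (15 uM unlabeled plus 0.24 uM Alexa 594-labeled, final) in 100 mM sodium acetate pH 7 was mixed with compound and 20 uM heparin and incubated 6 hr at 37 C.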
Epigenetic reg – regulators of epigenetic silencing causing reporter derepression in mouse cells | murine LDR cells, GFP reporter derepression, 30 h | Potency, µM (series often up to 53.9 µM), for the others: at the highest dose GFP activation, actives largely listed as activators | actives 0.2% (n = 280,000); also: potency is read from the fitted curve at half-maximal effect; % of control where 0% means no effect; nearly all actives have a fitted effect of over 60% in size
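GFP-positive cell count by laser-scanning cytometry (objects 20–120 um) after 30 h, 37 C compound exposure of murine LDR cells; reporter is CMV-GFP integrated at a silenced locus, inducible by HDAC or DNMT inhibitors.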
aGal spleen mod – inhibitors or activators of human alpha-galactosidase in spleen homogenate; human spleen homogenate, 4MU-alpha-Gal fluorescence, 40 min; actives 0.008% (n = 240,000); Potency, µM (top dose mostly 80 µM), without a hit: at the top dose activity change, negative = inhibition, usual class: inhibitors;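 also: potency is read from the fitted curve at half-maximal effect; 0% = enzyme with vehicle and -100% = no enzyme basal signal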
Target sequence (P06280 32-429 limits assumed): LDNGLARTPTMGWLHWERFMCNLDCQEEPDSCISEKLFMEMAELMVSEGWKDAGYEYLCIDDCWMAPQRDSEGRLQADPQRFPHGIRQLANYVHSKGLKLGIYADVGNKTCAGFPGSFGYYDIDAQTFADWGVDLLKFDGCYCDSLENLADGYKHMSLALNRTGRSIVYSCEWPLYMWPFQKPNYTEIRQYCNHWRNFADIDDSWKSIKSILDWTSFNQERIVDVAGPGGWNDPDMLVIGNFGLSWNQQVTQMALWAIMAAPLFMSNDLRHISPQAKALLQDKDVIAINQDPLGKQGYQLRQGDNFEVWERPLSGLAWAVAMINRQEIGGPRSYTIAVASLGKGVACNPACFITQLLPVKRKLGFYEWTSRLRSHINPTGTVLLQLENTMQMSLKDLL
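qHTS titration in buffer at pH 5.0. Alpha-galactosidase activity in spleen homogenate was measured via 4-methylumbelliferone release from 1 mM fluorogenic substrate after 40 min at 37C and a pH 10 stop. AC50 came from Hill fits of control-normalized data.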
NPSR antagonist – blocks cAMP signaling of the human neuropeptide S receptor; Q6W5P4; CHO-NPSR cells, cAMP TR-FRET, antagonist mode; Potency, µM (doses to about 38.3 µM), for inactives: at the top dose activity change, negative = inhibition, actives largely listed as inhibitors; actives 1% (n = 220,000); AID 1461; also: potency is read from the fitted curve at half-maximal effect; % is scaled to controls: 0 for no effect and ±100 for the full control effect; nearly all actives have a fitted effect of over 50% in size; many of its hits are not listed in these tables
CBFb-RUNX1 inh – inhibitors of human CBF-beta and RUNX1 interaction. AlphaScreen CBFb-His/RUNX1-biotin binding, biochemical. Q01196+Q13951. 230,000 tested, under 10 active. Potency, µM (top dose mostly 59.8 µM), inactives show at the top dose activity, negative = inhibition, usual class: inhibitors; also: % of control where 0% means no effect
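His-tagged CBF-beta and biotinylated RUNX1 (30 nM each) were premixed 20 min at room temperature, exposed to compound for 15 min, then given nickel-chelate and streptavidin AlphaScreen beads (50 ng each). After 90 min, AlphaScreen signal was read.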
Tau fibril FP – inhibitors of human tau fibril formation; K18 P301L tau heparin fibrillization, Alexa594 FP, 6 h; Potency, µM (series often up to 57.7 µM), for the others: top-dose activity, negative = inhibition, most hits filed as inhibitors; actives 0.39% (n = 280,000); AID 1468; also: potency is read from the fitted curve at half-maximal effect; % is scaled to controls: 0 for no effect and ±100 for the full control effect; nearly all actives have a fitted effect of over 55% in size
Target sequence (P10636 561-689 P618L limits assumed): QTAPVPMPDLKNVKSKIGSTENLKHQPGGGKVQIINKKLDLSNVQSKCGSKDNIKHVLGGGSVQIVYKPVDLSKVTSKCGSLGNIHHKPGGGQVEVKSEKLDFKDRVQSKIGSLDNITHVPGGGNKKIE
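Recombinant K18 P301L […], labeled with Alexa 594 at 0.24 uM over 15 uM unlabeled; heparin inducer 20 uM final; 37 C, 6 hr; FP endpoint.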
TexasRed fluor – alters Texas Red total fluorescence, flagging assay interference; Potency, µM (titrated, usually from 106 µM), without a hit: at the highest dose fluorescence change, negative = quenching; AID 1479; actives 0.29% (n = 280,000); TRb/SRC2 Texas Red total fluorescence interference; active = well fitted curve in either direction with a large enough effect; inconclusive = small, poorly fitted or top-dose-only effect; also: potency is read from the fitted curve at half-maximal effect; % is scaled to controls: 0 for no effect and ±100 for the full control effect
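Human TRb ligand-binding domain at 0.6 uM with 20 nM Texas Red SRC2 peptide in Tris buffer containing 1 uM T3 and 5% DMSO, incubated with compound 5 h at ambient temperature. Total fluorescence (555/632 nm) calculated as parallel + 2 × perpendicular.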
TRb-SRC2 inh – disrupts binding of human TR beta to SRC2. TRbeta-SRC2 peptide binding, fluorescence polarization; receptor liganded with 1 µM T3. Potency, µM (doses to about 106 µM), inactives show at the highest dose activity change, negative = inhibition, hits mostly inhibitors. actives 0.065% (n = 280,000);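 also: potency is read from the fitted curve at half-maximal effect; plate controls were bound peptide for no effect and peptide without receptor for full effect; nearly all actives have a fitted effect of over 50% in size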
Target sequence (P10828 whole entry, looked up): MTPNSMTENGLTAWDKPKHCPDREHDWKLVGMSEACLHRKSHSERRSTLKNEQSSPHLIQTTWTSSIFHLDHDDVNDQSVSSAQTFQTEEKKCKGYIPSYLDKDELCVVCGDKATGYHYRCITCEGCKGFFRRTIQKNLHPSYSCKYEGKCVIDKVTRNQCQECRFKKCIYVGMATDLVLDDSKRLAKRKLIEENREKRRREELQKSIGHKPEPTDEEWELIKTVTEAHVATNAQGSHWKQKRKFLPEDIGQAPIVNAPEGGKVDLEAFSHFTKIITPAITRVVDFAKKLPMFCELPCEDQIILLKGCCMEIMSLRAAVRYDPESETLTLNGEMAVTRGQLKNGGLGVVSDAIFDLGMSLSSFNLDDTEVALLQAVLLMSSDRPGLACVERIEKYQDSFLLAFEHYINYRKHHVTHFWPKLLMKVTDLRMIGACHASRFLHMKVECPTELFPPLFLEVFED
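Human TRb ligand-binding domain (0.6 uM) is mixed with 20 nM Texas Red SRC2 peptide and 1 uM T3; after compound addition and 5 hr at ambient temperature, polarization is measured and normalized to unbound and bound controls.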
Numbers without * were called inactive; ? = inconclusive; nt = no result given; [ ] = another dose, or the depositor's remark. Unless noted, calls follow the shape of the dose curve; as a rule, active = well fitted curve in the direction sought with a large enough effect; inconclusive = small, poorly fitted or top-dose-only effect, or another doubt; inactive = no such curve, though single readings can be large; an effect the other way counts as inactive or inconclusive.

Structure	NPSR antagonist	aGal spleen mod	Epigenetic reg	Tau fluor counter	TRb-SRC2 inh	TexasRed fluor	CBFb-RUNX1 inh	Tau fibril FP
COC(=O)C1=C(C)N(Cc2ccccc2)C2=C3C(=O)OCCC3[C@@](O)(C(=O)OC)C(=O)N2C1c1ccccc1 (stereo partly specified)	nt	-1.2%[17.5 µM]	1.1%[10.1 µM]	-10.0%[11.6 µM]	-1.3%[11.2 µM]	-4.0%[11.2 µM]	-4.7%[13.1 µM]	-10.2%[11.6 µM]
CCCC(=O)Nc1ccc(Br)c(Cl)c1	10.7%[46.1 µM]	-4.4%	-2.9%	-13.6%	5.8%	-0.4%	19.7%	-8.3%
COc1cc(C2N3CC4(C)CN2CC(C)(C3)C4)ccc1O (stereo unspecified)	3.1%[46.1 µM]	-1.8%	-1.8%	10.0%	-3.8%	-1.6%	-0.5%	6.6%
CCOc1ccc(C(=O)N(c2ccccn2)C2CCCCC2)cc1	-22.5%	-3.5%	-4.1%	0.9%	0.5%	0.1%	1.8%	7.7%
CCCOc1cccc(C(=O)Nc2cccc(-c3nc4ncccc4o3)c2C)c1	nt	nt	-0.2%	-11.3%	-3.5%	-3.5%	nt	-5.0%
CCOC(=O)c1cccc2c1-c1ccccc1/C2=N/O	-8.4%[46.1 µM]	-0.9%	-1.4%	?	7.0%	-2.7%	0.8%	?
CC(=O)N[C@@H](CC(C)C)C(=O)N[C@@H](CCCNC(=N)N)C(=O)N[C@@H](Cc1cnc[nH]1)C(=O)N[C@@H](Cc1ccc(O)cc1)C(=O)N[C@@H](CC(C)C)C(=O)N[C@@H](CC(N)=O)C(=O)N[C@@H](CC(C)C)C(=O)N[C@@H](CC(C)C)C(=O)N[C@H](C(=O)N[C@@H](CCCNC(=N)N)C(=O)N[C@@H](CCC(N)=O)C(=O)N[C@@H](CCCNC(=N)N)C(=O)N[C@@H](Cc1ccc(O)cc1)C(N)=O)[C@@H](C)O	nt	4.9%	nt	nt	2.4%	-0.2%	7.5%	nt
COc1ccccc1NC(=O)CSc1nnc(-c2ccco2)o1	5.9%[46.1 µM]	17.2%	-1.0%	-2.1%	-21.2%	-3.2%	4.3%	1.6%
CN(Cc1ccccc1)C(=O)c1cc(-c2ccc(Br)cc2)on1	-7.6%[46.1 µM]	-6.2%	-2.0%	-13.7%	-10.9%	-4.0%	?	12.4%
Cc1ccc(C)c(NC(=O)n2ncc3cc(Cl)ccc32)c1	nt	nt	2.1%	-20.9%	2.1%	-1.0%	nt	-6.3%
N/C(Cc1cccc2ccccc12)=N\O	-22.3%	-1.2%	1.2%	-16.2%	-2.3%	-0.4%	-1.0%	1.1%
S=C(NCCc1ccc(Cl)cc1)Nc1ccc(Cl)cc1Cl	-35.9%	-5.9%	0.0%	?	12.8%	1.7%	-8.2%	?
O=C(COc1ccccc1Br)c1ccc(O)cc1O	-0.6%[46.1 µM]	8.9%	0.9%	-21.0%	8.4%	2.2%	1.3%	-2.4%
COC(=O)c1sc(NC(=O)COc2ccccc2)nc1C	-9.8%[46.1 µM]	3.7%	-2.7%	-15.8%	-1.8%	1.7%	-1.8%	5.3%
Cc1ccsc1C(=O)Nc1ccc(F)c([N+](=O)[O-])c1	-1.0%	1.0%	0.0%	3.2%	4.5%	-5.1%	-3.4%	4.0%
O=C(O)CCNC(=O)c1ccc(Br)o1	4.1%[46.1 µM]	-21.3%	2.0%	8.0%	-8.1%	-5.8%	6.6%	-0.1%
O=C(NCCN1CCOCC1)c1cc(S(=O)(=O)Nc2ccccc2F)c(Cl)cc1Cl	-9.0%	1.0%	-2.7%	16.0%	1.3%	-1.0%	13.2%	-5.9%
O=C(Nn1c(C2CCCCC2)nc2ccccc2c1=O)c1ccc(Cl)c([N+](=O)[O-])c1	-38.8%	7.1%	-1.8%	?	-4.9%	-3.7%	-13.9%	-7.1%
CC(C)(C)c1ccccc1NC(=O)Cn1c(=O)cnc2ccccc21	4.4%	3.6%	0.0%	-12.1%	1.8%	-0.3%	17.2%	-6.3%
COC(=O)c1sc(NC(=O)c2c(OC)cccc2OC)c(C#N)c1C	51.0%	3.0%	-2.1%	-7.1%	-0.2%	-2.1%	11.0%	-7.3%
Nc1nc(Nc2ccccc2)nc2c1ncn2[C@@H]1O[C@H](CO)[C@H](O)[C@H]1O	-21.1%[46.1 µM]	17.3%	-0.2%	-18.7%	0.9%	-3.2%	-1.6%	-9.4%
C=C1CCN([C@@H](C)C(=O)NCCCCCC)S(=O)(=O)c2ccccc21	-4.8%	15.6%	1.1%	-5.6%	6.5%	0.0%	7.8%	-1.1%
COc1ccc(/C=C2\N=C(c3ccccc3)NNC2=O)cc1	12.3%	5.7%	-2.4%	-21.0%	1.1%	-1.6%	-3.0%	-6.0%
COc1ccccc1C(=O)N1c2ncnn2C2(CCCCC2)[C@@H]2CCCC[C@@H]21	nt	nt	-4.3%	-7.6%	2.3%	-22.1%	nt	2.6%
COC(=O)c1ccc(NC(=O)C2CCCN2S(=O)(=O)c2ccc(C)cc2)cc1 (stereo unspecified)	-17.4%	-5.9%	-1.0%	-18.7%	-0.2%	-1.6%	-0.6%	-5.7%

Single records, as listed above. Order of values: NPSR antagonist | aGal spleen mod | Epigenetic reg | Tau fluor counter | TRb-SRC2 inh | TexasRed fluor | CBFb-RUNX1 inh | Tau fibril FP
Shown for CN(Cc1ccccc1)C(=O)c1cc(-c2ccc(Br)cc2)on1 → -7.6%[46.1 µM] | -6.2% | -2.0% | -13.7% | -10.9% | -4.0% | ? | 12.4%
Shown for CCCOc1cccc(C(=O)Nc2cccc(-c3nc4ncccc4o3)c2C)c1 → nt | nt | -0.2% | -11.3% | -3.5% | -3.5% | nt | -5.0%

The listing continues.
Structure	NPSR antagonist	aGal spleen mod	Epigenetic reg	Tau fluor counter	TRb-SRC2 inh	TexasRed fluor	CBFb-RUNX1 inh	Tau fibril FP
CC(=O)Nc1c(C)nn(-c2ccccc2)c1N1CCC(C(=O)Nc2ccccc2F)CC1	nt	nt	1.8%	1.3%	-4.2%	-0.4%	nt	-2.0%
O=C(CSc1n[nH]c(=O)n1C1CC1)c1ccc(F)cc1	-10.7%	-4.4%	2.1%	-3.5%	-1.9%	1.6%	10.9%	3.2%
O=C1c2ccccc2C(=O)N1CCCc1nc2ccccc2c(=O)n1Cc1ccco1	-15.2%[46.1 µM]	11.5%	0.0%	-9.2%	-6.2%	-2.2%	-5.8%	-0.7%
CCOc1ccc(-c2nnc(SCC(=O)c3ccccc3)n2-c2ccccc2)cc1	nt	nt	0.0%	-17.4%	-8.2%	4.6%	nt	0.2%
CCC(C)c1ccc(NC(=O)c2cnn3c(C(F)F)cc(C)nc23)cc1 (stereo unspecified)	-25.2%	-6.9%	4.8%	-3.9%	0.7%	-2.3%	-3.7%	-2.4%
COC(=O)CC1C(=O)NCCN1C(=S)Nc1cccc(C(F)(F)F)c1 (stereo unspecified)	8.9%	-4.8%	0.9%	-9.5%	-3.2%	-2.4%	-0.3%	2.9%
COc1ccc(C(=O)OCC(=O)NCC2CCCO2)cc1 (stereo unspecified)	10.4%	3.9%	1.3%	5.3%	1.3%	-2.8%	4.2%	5.8%
O=C(Cc1cn2ccsc2n1)Nc1ccccc1Oc1ccccc1	-12.9%[46.1 µM]	1.9%	-0.2%	-6.6%	-0.8%	-1.7%	6.2%	6.3%
CCCCn1c(=O)n(CC(O)c2ccccc2)c(=O)c2c1ncn2C1CCCC1 (stereo unspecified)	-19.1%[46.1 µM]	6.4%	0.0%	1.9%	3.8%	-0.3%	2.7%	4.3%
Cc1ccc(N/N=C(\C#N)C(=N)N2CCCCCC2)cc1	-14.9%	-8.7%	-2.9%	-29.2%	-13.0%	2.3%	8.9%	8.6%
O=C(c1cnn(-c2ccc(F)cc2)c1-n1cccc1)N1CCN(c2cccc(Cl)c2)CC1	nt	nt	-0.2%	-5.3%	6.9%	0.1%	nt	2.6%
S=c1nn[nH]n1C12CC3CC(CC(C3)C1)C2	2.9%[46.1 µM]	-1.2%	0.8%	-5.0%	-3.7%	-0.6%	0.3%	-0.1%
COC(=O)CCCCCCCCC(O)C[N+]1(C)CCOCC1 (stereo unspecified)	8.4%	9.8%	7.9%	-6.7%	9.9%	1.8%	5.0%	-2.0%
c1ccc(Cn2c(NCc3ccco3)nc3ccccc32)cc1	12.3%[46.1 µM]	-6.9%	-1.9%	1.4%	-3.4%	-0.7%	3.3%	6.8%
CCCc1ccc(-c2ccc(C(=O)Oc3ccc(OCC)cc3)cc2)nc1	nt	nt	-1.6%	-5.6%	-6.5%	?	nt	3.2%
COc1ccc(CCc2nnc(CCC(=O)NCc3cc(C(C)C)no3)o2)cc1	10.8%	3.3%	3.8%	-6.2%	-6.9%	-0.5%	5.5%	-1.5%
CC1(C)OC(=O)C(=CNC(=O)c2c(F)cccc2F)C(=O)O1	37.7%	-3.2%	-1.5%	-4.8%	6.9%	-0.6%	0.1%	-1.1%
c1ccc(N2CCN(Cc3cccn3-c3nnc(N4CCN(C5CCCCC5)CC4)s3)CC2)cc1	nt	nt	-1.3%	-15.5%	9.0%	3.2%	nt	-4.4%
Cc1ccccc1-n1c(Cn2c(=O)sc3ccccc32)nnc1SCC(=O)Nc1nccs1	-1.0%[46.1 µM]	-15.8%	0.0%	2.9%	2.8%	-3.0%	-10.0%	6.5%
CN(C)C1=C(Cl)C(=O)N(c2ccc(Cl)c(Cl)c2)C1=O	6.0%	1.2%	1.7%	-22.2%	-0.4%	-2.4%	19.6%	?
Cc1nc2c(-c3ccc(Cl)cc3)cnn2c2c1CCC2	-17.0%	14.9%	16.6%	-14.9%	-1.9%	-3.9%	?	-3.5%
CCc1nnc(NC(=O)C2CCCN2S(=O)(=O)c2ccc(C)cc2)s1 (stereo unspecified)	-9.8%[46.1 µM]	8.1%	0.0%	-5.9%	-1.9%	-0.4%	8.8%	2.2%

The list is partial; rates above refer to the full screens.
